# G9a block: qHTS Assay for Inhibitors of Histone Lysine Methyltransferase G9a. G9a H3K9 monomethylation, AlphaScreen, 2 h. Potency, µM (titrated, usually from 102 µM), for inactives: top-dose activity, negative = inhibition, actives largely listed as inhibitors. 350,000 tested, 8.8% active. AID 504332, 2011; further: potency means the concentration at half of the fitted maximal effect; on the % scale 0 is the no-effect control and ±100 the full control effect; nearly all actives have a fitted effect of over 75% in size
#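 G9a (20 nM) preincubated 15 min RT with compounds, then 500 nM biotinylated H3K9 peptide and 20 uM SAM added; 2 h RT reaction. Monomethyl-H3K9 product detected by AlphaScreen with anti-H3K9me1 antibody, streptavidin donor and anti-rabbit IgG acceptor beads.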
# BAZ2B block: qHTS Assay for Inhibitors of BAZ2B; Bromodomain adjacent to zinc finger domain protein 2B (Homo sapiens), Q9UIF8; AlphaScreen BAZ2B-H3K14Ac peptide displacement; Potency, µM (highest dose often 114 µM), for inactives: top-dose activity change, negative = inhibition, most hits filed as inhibitors; 360,000 tested, 4.4% active; further: potency means the concentration at half of the fitted maximal effect; on the % scale 0 is the no-effect control and ±100 the full control effect; nearly all actives have a fitted effect of over 60% in size
#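 Compounds, titrated to a top concentration of 110 uM, were incubated 30 min at room temperature with preformed BAZ2B/acetyl-K14 H3 peptide complex (50 nM each). Proximity signal was measured by AlphaScreen after 20 min with beads.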
# PI4K2A block: qHTS for small molecular inhibitors of PI4K2A. purified PI4K2A, ADP-Glo luminescence, 1 h; hits give low values. activity change, negative = inhibition, % at 76.9 µM. Phosphatidylinositol 4-kinase type 2-alpha (Homo sapiens), Q9BTU6. 420,000 tested, 0.13% active; in the data active means activity change below about -50%; inconclusive means mostly about -30% to -49%;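 further: -100% = wells without enzyme as full effect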
#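 PI4K2A activity was measured by ADP-Glo luminescence: enzyme (4 ug/mL stock) and phosphatidylinositol (1.2 mM stock) in Tris pH 7.5/MgCl2/EGTA/Triton X-100 buffer were reacted with ATP (300 microM stock) for one hour at ambient temperature.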
# ERG Ets-DNA blk: qHTS for Small Molecule Inhibitors of the ERG Ets/DNA interaction. AID 624246, 2012. fluorescence polarization, His-ERG Ets domain / labelled DNA. 370,000 tested, 0.028% active. Transcriptional regulator ERG (Homo sapiens), P11308. Potency, µM (series often up to 76.9 µM), for inactives: top-dose FP activity, negative = inhibition, hits mostly inhibitors; active means well fitted inhibition curve with a large enough effect in the polarisation, with a control signal flat; inconclusive means small, poorly fitted or top-dose-only effect, or effect the other way, or a change in a side signal; inactive means no such curve, though single readings can be large or run the other way; the % refers to the polarisation;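 further: polarization taken with two DNA probes labelled with fluorescein and Texas red; potency means the concentration at half of the fitted maximal effect; % of control where 0% means no effect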
#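 His-tagged ERG Ets domain (1 uM in the protein solution; 300mM KCl, 50mM Tris-HCl, 1mM EDTA, 1mM DTT, pH 7.5) received compound, then a probe mix of 5 nM fluorescein-DNA and 100nM Texas-615-DNA. Fluorescence polarization was read for both dyes.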
# 12-LOX inh: Primary qHTS assay for inhibitors of human arachidonate 12S-lipoxygenase (ALOX12): Round 2 | 580,000 tested, 1.1% active | Potency, µM (top dose mostly 108 µM), inactives show at the highest dose activity change, negative = inhibition, hits mostly inhibitors | purified 12hLO, xylenol orange hydroperoxide absorbance; further: potency means the concentration at half of the fitted maximal effect; on the % scale 0 is the no-effect control and ±100 the full control effect
#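 Purified human 12hLO at 150 nM in 25 mM Hepes, 0.01% Triton X-100, pH 7.0, preincubated 15 min at room temperature with compound. Reaction started with 40 uM arachidonic acid, 30 min at room temperature. Hydroperoxide measured by Fe-xylenol orange, 573/405 nm absorbance ratio.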
# GLS inhibitor: qHTS for Inhibitors of Glutaminase (GLS) | Glutaminase kidney isoform, mitochondrial (Homo sapiens), O94925 | GLS enzymatic activity, qHTS titration | Potency, µM (top dose mostly 45.5 µM), for inactives: at the highest dose activity change, negative = inhibition, usual class: inhibitors | 410,000 tested, 0.21% active | AID 624170, 2012; further: potency means the concentration at half of the fitted maximal effect; on the % scale 0 is the no-effect control and ±100 the full control effect
#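 Compounds were pin-transferred onto hKGA, after which L-glutamine (1 mM solution) and a detection mix of glutamate oxidase, HRP and Amplex Red were added. Initial and 30 min RT fluorescence reads were collected.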
# HP1b chromo inh: HTS for Inhibitors of HP1-beta Chromodomain Interactions with Methylated Histone Tails. Chromobox protein homolog 1 (Homo sapiens), P83916. AlphaScreen HP1-beta / biotin-H3K9me3 peptide binding. Potency, µM (top dose mostly 114 µM), for the others: at the top dose activity change, negative = inhibition, most hits filed as inhibitors. 390,000 tested, 0.56% active. AID 540317, 2011; further: potency means the concentration at half of the fitted maximal effect; nearly all actives have a fitted effect of over 70% in size; inactives centre near 23
#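 HP1-beta protein (50 nM final) preincubated 30 min at room temperature with biotinylated H3(1-18)K9me3 peptide (50 nM) in PBS pH 7.4, 0.01% Tween-20, then compound added for 30 min. AlphaScreen streptavidin donor/nickel chelate acceptor beads (10 ug/mL final), 30 min dark, luminescence read.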
# RGS4 inh: Inhibitors of Regulator of G Protein Signaling (RGS) 4: qHTS; AID 504845, 2011; Regulator of G-protein signaling 4 (Homo sapiens), P49798; 390,000 tested, 0.039% active; Transcreener GDP fluorescence polarization, RGS4-accelerated GTP hydrolysis; Potency, µM (top dose mostly 114 µM), for the others: at the highest dose activity change, negative = inhibition, most hits filed as inhibitors; further: potency means the concentration at half of the fitted maximal effect; on the % scale 0 is the no-effect control and ±100 the full control effect; nearly all actives have a fitted effect of over 75% in size; some results filed as inactive show a strong effect at the top dose
#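 MLSMR compounds (23 nl, pin-transferred) preincubated 10 min at room temperature with a 500nM (2x) first reagent, then RGS4 at 900nM (2x) plus Transcreener GDP mix added; fluorescence polarization (620/688 nm) read before and after 90 min at 30 °C.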
# JMJD2A Tudor inh: qHTS Assay for Inhibitors of JMJD2A-Tudor Domain | Lysine-specific demethylase 4A (Homo sapiens), O75164 | AlphaScreen JMJD2A-Tudor / H3K4me3 peptide binding | Potency, µM (doses to about 114 µM), inactives show at the highest dose activity change, negative = inhibition, hits mostly inhibitors | 390,000 tested, 4.4% active | AID 504339, 2011; further: potency means the concentration at half of the fitted maximal effect; on the % scale 0 is the no-effect control and ±100 the full control effect; nearly all actives have a fitted effect of over 50% in size
# Target sequence (O75164 whole entry, looked up, the tested form may be a part): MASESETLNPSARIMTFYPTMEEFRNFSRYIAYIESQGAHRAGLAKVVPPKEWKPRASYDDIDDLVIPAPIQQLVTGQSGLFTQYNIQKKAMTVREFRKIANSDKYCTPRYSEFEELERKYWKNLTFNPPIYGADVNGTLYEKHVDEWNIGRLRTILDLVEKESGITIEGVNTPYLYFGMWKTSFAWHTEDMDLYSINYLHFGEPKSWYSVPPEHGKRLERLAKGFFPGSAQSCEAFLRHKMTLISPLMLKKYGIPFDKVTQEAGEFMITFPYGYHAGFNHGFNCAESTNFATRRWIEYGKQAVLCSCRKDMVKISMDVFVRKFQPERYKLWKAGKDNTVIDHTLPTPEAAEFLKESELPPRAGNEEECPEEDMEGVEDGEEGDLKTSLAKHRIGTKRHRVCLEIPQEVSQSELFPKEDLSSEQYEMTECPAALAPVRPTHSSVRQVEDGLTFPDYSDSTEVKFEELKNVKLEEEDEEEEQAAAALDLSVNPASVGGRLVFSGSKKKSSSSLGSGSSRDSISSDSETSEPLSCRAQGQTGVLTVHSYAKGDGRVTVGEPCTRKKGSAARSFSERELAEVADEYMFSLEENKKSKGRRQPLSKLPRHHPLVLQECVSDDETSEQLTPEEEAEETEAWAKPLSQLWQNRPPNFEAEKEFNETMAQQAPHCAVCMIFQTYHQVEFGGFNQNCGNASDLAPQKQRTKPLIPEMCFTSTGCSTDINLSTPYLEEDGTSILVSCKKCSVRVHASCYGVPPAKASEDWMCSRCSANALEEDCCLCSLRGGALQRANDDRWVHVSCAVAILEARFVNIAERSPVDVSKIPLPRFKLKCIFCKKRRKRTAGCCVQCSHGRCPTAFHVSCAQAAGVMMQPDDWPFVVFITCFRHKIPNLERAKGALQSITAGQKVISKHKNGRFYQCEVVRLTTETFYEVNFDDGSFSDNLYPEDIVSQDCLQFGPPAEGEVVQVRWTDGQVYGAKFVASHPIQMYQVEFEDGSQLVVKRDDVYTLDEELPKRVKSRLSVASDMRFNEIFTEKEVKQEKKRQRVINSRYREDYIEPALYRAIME
# * hit, by the source's call; ? = inconclusive; . = no result given; & = joins results of further samples; [ ] = another dose, or the depositor's remark. Unless noted, the call rests on the fitted dose curve; in most records, active means well fitted curve in the direction sought with a large enough effect; inconclusive means small, poorly fitted or top-dose-only effect, or another doubt; inactive means no such curve, though single readings can be large; an effect the other way counts as inactive or inconclusive.
# The line under a structure holds: G9a block | BAZ2B block | PI4K2A block | ERG Ets-DNA blk | 12-LOX inh | GLS inhibitor | HP1b chromo inh | RGS4 inh | JMJD2A Tudor inh
- CC(=O)c1cccc(NC(=O)COC(=O)c2ccc3c(c2)OCO3)c1
  18%[59 µM] | -2% | 0 | -3% | 4% | 2% | 31% | 9% | -2%
- COc1ccc(CC(NC(C)=O)C(=O)NC2CCN(c3nc(C)cc(C)c3C#N)CC2)cc1OC (stereo unspecified)
  -4% | -17% | 1 | -3% | 0% | -2% | 29% | -7% | -13%
- COc1ccc(-c2cc(C(=O)Nc3cc(S(N)(=O)=O)ccc3C)c3ccccc3n2)cc1OC
  . | . | -2 | 1% | 0% | 0% | 47%[activator] | -8% | 16%
- O=C(CSc1nnc(CNC(=O)c2ccco2)o1)Nc1ccccc1
  -49% | . | -1 | -26% | 0% | -8% | 62%[activator] | 14%[11.4 µM] | 1%
- O=C(CSc1nnc(CNC(=O)c2c(F)cccc2Cl)o1)NC1CCCC1
  9% | -9% | 0 | -3% | 17% | -4% | 32% | -24% | -6%
- CC(C)OCC(O)Cn1c(N2CCCC2)nc2c1c(=O)[nH]c(=O)n2C (stereo unspecified)
  3%[2.33 µM] | 3% | -4 | . | 4% | 3% | 26% | -2% | -9%
- CCOC(=O)C1CCN(C(=O)COC(=O)CSc2ccc([N+](=O)[O-])cc2)CC1
  -8% | -9% | 0 | -1% | ? | 8% | -16% | -34% | -28%
- CCC(C)NC(=O)CCCc1nnc2n(CC(C)C)c(=O)c3sccc3n12 (stereo unspecified)
  -5%[59 µM] | -37% | -12 | 1% | -10% | 1% | 18% | 9% | -2%
- O=c1c2ccccc2c(C=Nc2ccc(Cl)cn2)c(O)n1-c1cc(Cl)ccc1N1CCOCC1
  19%[59 µM] | -6% | 7 | 5% | 0% | -2% | 18% | -6% | -1%
- COc1ccc(CCNc2nc3ccccc3n3nnnc23)cc1OC
  8% | -5% | 0 | 14% | 5% | -4% | 32% | -5% | -9%
- O=[N+]([O-])c1ccccc1Nc1ccccc1[N+](=O)[O-]
  . | . | -4 | -5% | ? | -1% | 22% | -24% | -19%
- CC1Cc2ccccc2N1C(=O)CSc1nnc(-c2ccccc2)c(-c2ccccc2)n1 (stereo unspecified)
  20%[0.501 µM] | ? | -5 | 1% | 1% | 4% | 0% | -17% | -27%
- O=C(CSc1cccc2cccnc12)N/N=C/c1cccc(O)c1
  3% | -1% | 0 | -2% | 392%[activator] | 14% | 31% | -12% | -14%
- O=C(Nc1ccc(Br)cc1F)c1cc(S(=O)(=O)NC2CCCCC2)ccc1F
  ? | 3% | 3 | -10% | -30% | 0% | 33% | -2% | -20%
- Cc1nc(N2CCCCC2)c2c(C)c(C(=O)Nc3cccc(C(F)(F)F)c3)sc2n1
  -35% | 5% | 2 | -10% | 0% | 1% | 84%[activator] | -17% | -2%
- O=C(Nc1ccccc1F)c1ccc(Cn2cc(Br)cn2)cc1
  -12% | ? | -1 | 4% | ? | -6% | 18% | -2% | -15%
- CCN(CC)c1ccc(/C=C/C(=O)c2ccc(Br)cc2)cc1
  291%[activator] | 181%[activator] | 0 | ? | 13% | 9% | 392%[activator] | 7% | 157%[activator]
- COc1cc(NC(=O)c2ccc(Cl)cc2)c(OC)cc1NC(=O)CN1CCOCC1
  -18% | -36% | 0 | 1% | 117%[activator] | 7% | 4% | 8% | -13%
- Cc1cccc(CN2CCC(CNc3ncnc4onc(-c5ccc(Cl)cc5)c34)CC2)c1
  -7%[59 µM] | -36% | 13 | 2% | -5% | -3% | 10% | 0% | ?
- CN(C(=S)NC1=CCS(=O)(=O)C1)C1CCCCC1
  10µM* | 0% | 7 | 2% | -10% | 17% | 32% | -16% | -5%
- CC(C)N1CC(COc2ccccc2Cl)OC1=O (stereo unspecified)
  . | . | 3 | 0% | 26% | 4% | 18% | -6% | -4%
- O=c1cc(-c2ccc(O)cc2)oc2ccc3ccccc3c12
  1%[12.7 µM] | -3% | ? | -4% | -21% | -4% | 20% | -24% | -33%
- CCCCN(C(=O)COC(=O)c1ccc(C)s1)c1c(N)n(CCC)c(=O)[nH]c1=O
  . | . | -3 | -2% | -2% | 0% | 30% | -15% | -1%
- Nc1ccc(N2CCN(C(=O)c3ccco3)CC2)cc1
  20µM* | ? | ? | 1% | -16% | 56%[activator] | -7%&12% | 18%&-23% | ?
- O=C1CC(c2ccccc2)CC(O)=C1C=NCc1ccc(Cl)cc1 (stereo unspecified)
  -3%[59 µM] | 0% | 4 | . | -7% | 6% | 11% | 14% | -9%
- Nc1ccc(C(=O)OCC(=O)Nc2ccc3c(c2)OCO3)cc1[N+](=O)[O-]
  -41%[59 µM] | ? | 4 | -10% | 21% | 5% | -2% | 13% | -26%
- O=C(NCC(=O)N1CCN(c2ccccc2O)CC1)c1ccccc1
  -1% | -21% | -2 | -11% | -2% | 59%[activator] | 18% | 11% | -5%
- CCN(CC)C(NC(=O)Cc1ccccc1)C(Cl)(Cl)Cl (stereo unspecified)
  ? | 7% | 0 | -4% | 0% | -6% | 38% | -11% | -1%
- CN(C)C(=O)c1ccc(NC(=O)c2cncc(Br)c2)cc1
  ? | 7% | ? | 3% | 0% | -7% | 7% | 17% | -18%
- COc1ccccc1N1CCN(Cc2nc(-c3ccc(F)cc3)oc2C)CC1
  ? | ? | 5 | 15% | -4% | 11% | -5% | 16% | ?
- CCN(CC)C(=O)C1CCCN(Cc2ccc3ccccc3c2)C1 (stereo unspecified)
  ? | ? | -3 | 8% | ? | 3% | 3% | -17% | 22µM*
- CC1CN(C(=O)C2CC2)C(C)CN1C(=O)C1CC1 (stereo unspecified)
  -19%[59 µM] | -2% | 2 | 4% | 6% | -1% | 25% | -11% | -2%
- O=C(OCC1COC(c2ccccc2)(c2ccccc2)O1)c1ccccc1 (stereo unspecified)
  . | . | 5 | -3% | 2% | 6% | 193%[activator] | 19% | 119%[activator]
- CCCCNS(=O)(=O)c1ccc2nc(-c3cccnc3)cc(C(=O)NCCCOC)c2c1
  -1% | -7% | -24 | -3% | -5% | 4% | 16% | 15% | ?
- Cc1ccc(O)c(-c2[nH]ncc2C(=O)c2ccc(Cl)cc2)c1
  1% | -11% | -7 | 7% | -8% | 4% | 34% | 11% | -20%
- CC(C)CN(C)C(=O)CCc1nnc(Cc2ccc(-c3ccccc3)cc2)o1
  . | -11% | -1 | 2% | -1% | -7% | 22% | 3% | -11%
- CC(=O)c1c(C)[nH]c(C(=O)OCC(=O)NCc2ccc3c(c2)OCO3)c1C
  14%[12.7 µM] | -34% | 0 | -8% | -7% | -4% | 39% | -25% | 0%
- CC1Cc2cc(/C(O)=C3\C(=O)C(=O)N(Cc4cccnc4)C3c3ccccc3F)ccc2O1 (stereo unspecified)
  ? | -11% | -5 | 0% | . | 5% | 50%[activator] | -2%[56.9 µM] | -13%
- O=C(CCn1c(=O)[nH]c2ccsc2c1=O)N(CCc1ccccc1)Cc1ccccc1
  ? | -2% | 1 | -1% | -20% | -1% | 32% | -6% | -32%
- CN(C(=O)c1ccc2nccnc2c1)C1CCCCC1
  . | 5% | 0 | -6% | ? | 0% | 48%[activator] | -4% | 5%
- COc1cc(S(=O)(=O)Nc2cc(C)cc(C)c2)ccc1F
  4%[59 µM] | 11% | -4 | 2% | -12% | 4% | 32% | 13% | -9%
- Cc1ccc(/C=C/C(=O)OCC(=O)Nc2cccnc2Cl)o1
  . | . | -1 | -1% | -1% | -6% | -21% | -8% | -18%
- CCOc1ccccc1NC(=O)N1CCC(n2c(C)nc3cccnc32)CC1
  3%[59 µM] | -4% | 1 | 4% | -17% | 1% | -7% | 20% | -10%
- O=C(Cc1c[nH]c2ccccc12)NCC(=O)Nc1ccc(F)c(F)c1F
  -6%[59 µM] | -4% | 2 | 5% | 8% | 3% | 37% | -8% | -15%
- Cc1cc2cc(C)c(NCCNC(=O)c3cccs3)nc2cc1C
  -16% | -20% | 5 | -3% | -7% | 0% | 8% | 10% | -5%
- Cc1cc(C)n(-c2ccc(C(=O)Nc3nnc(C4CC4)s3)cc2)n1
  13%[12.7 µM] | 0% | -3 | . | 3% | 1% | 20% | -21% | -6%
- COc1ccc(SN=C2C(C)=CC(=O)C=C2C)cc1
  16µM* | ? | 3 | 6% | -16% | 4% | ? | 5% | ?
- CCC1(c2ccc(F)cc2)NC(=O)N(CC(=O)Nc2ccccc2Cl)C1=O (stereo unspecified)
  -11% | 4% | -17 | 8% | ? | 0% | 14% | 13% | -3%
- O=C1CC(c2ccc(F)cc2)Cc2nc(N3CCOCC3)ncc21 (stereo unspecified)
  -29%[2.33 µM] | -2% | -7 | 5% | 0% | 11% | 27% | 169%[activator] | -24%

# Compound activity as filed in PubChem BioAssay.

# Only part of the results is shown, so the mix of outcomes need not match the whole.
